# Bioassay records as filed in PubChem BioAssay.
# D2 potentiator – positively modulates the human D2 dopamine receptor allosterically | HEK293 T-REx D2, calcium flux, EC20 dopamine potentiation | 0.34% of 340,000 active | potentiation, % at 10 µM | P14416;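 active means potentiation over 3 SD above the plate norm, cut at about 30% in these data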; further: 0% is about no effect
# Target sequence (P14416 whole entry, looked up): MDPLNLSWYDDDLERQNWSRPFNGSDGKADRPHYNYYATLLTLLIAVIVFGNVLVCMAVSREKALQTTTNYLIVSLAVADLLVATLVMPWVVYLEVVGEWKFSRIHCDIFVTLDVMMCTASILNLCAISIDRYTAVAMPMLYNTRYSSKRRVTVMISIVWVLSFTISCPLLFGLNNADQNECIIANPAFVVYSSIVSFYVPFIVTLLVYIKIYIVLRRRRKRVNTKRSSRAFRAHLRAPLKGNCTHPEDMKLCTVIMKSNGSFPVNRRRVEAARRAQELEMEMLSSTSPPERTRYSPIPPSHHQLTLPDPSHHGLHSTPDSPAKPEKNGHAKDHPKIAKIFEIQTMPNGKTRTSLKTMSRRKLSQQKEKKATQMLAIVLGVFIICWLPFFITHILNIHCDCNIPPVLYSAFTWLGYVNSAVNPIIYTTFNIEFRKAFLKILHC
#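 Using a no-wash calcium dye in inducible, force-coupled HEK293 Trex cells expressing D2, we tracked fluorescence each second for 180 s after compound, then for 180 s after EC20 dopamine to detect augmented signalling.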
# TRHR PAM – allosteric enhancers of human TRH receptor; P34981; TRHR cells, fluo-8 calcium fluorescence, EC20 TRH enhancement; enhancement, % at 2 µM; 0.66% of 360,000 active; AID 493056; in the data active means enhancement above about 30%; further: 0% is about no effect
# Target sequence (P34981 whole entry, looked up): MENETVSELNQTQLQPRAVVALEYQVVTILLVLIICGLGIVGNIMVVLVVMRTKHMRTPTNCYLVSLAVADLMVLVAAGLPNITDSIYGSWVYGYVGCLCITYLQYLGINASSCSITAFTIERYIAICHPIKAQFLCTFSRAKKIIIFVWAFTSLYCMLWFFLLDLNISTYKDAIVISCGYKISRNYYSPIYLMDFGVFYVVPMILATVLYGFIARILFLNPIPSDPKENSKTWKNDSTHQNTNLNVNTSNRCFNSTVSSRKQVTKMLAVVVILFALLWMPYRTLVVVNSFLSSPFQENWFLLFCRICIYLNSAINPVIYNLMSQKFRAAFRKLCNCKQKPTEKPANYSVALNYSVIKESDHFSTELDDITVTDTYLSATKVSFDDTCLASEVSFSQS
#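 Enhancer read-out: after compound pinning and an initial kinetic agonist-mode read, an EC20 of TRH (10 nM final) was injected and fluo-8 calcium signal (Ex 480/Em 530) followed at 1 s/cycle for 100 cycles in TRHR-expressing cells.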
# D2 antagonist – D2 dopamine receptor (human) antagonism. 2% of 340,000 active. AID 485344. HEK293 TREx D2 cells, calcium flux, dopamine EC80. P14416. inhibition, % at 10 µM; in the data active means inhibition above about 30%; further: 0% is about no effect
#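 Compounds are added to dye-loaded, induced HEK293 T-REx cells coupled to calcium release via D2; after a 3 min kinetic read an EC80 dopamine stimulus is given and fluorescence is recorded for 3 more min.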
# D2 agonist – activates the human D2 dopamine receptor; activation, % at 2 µM; P14416; 0.53% of 340,000 active; HEK293 T-REx D2 cells, calcium flux agonist mode;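 active means activation over 3 SD above normal in the single-dose calcium agonist read, cut at about 30% in these data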; further: 0% is about no effect
#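 Agonism scored from kinetic calcium signal (1 read/sec, 180 s) following compound pin transfer, after a 10 s baseline. Cells: HEK293 Trex line expressing inducible D2 receptor coupled to calcium, dye-loaded after overnight culture at 30 C.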
# D1 antag – antagonists of human D1 dopamine receptor. P21728. HEK293 TREx D1 cells, calcium flux, dopamine EC80; active compounds read low. activity change, negative = inhibition, % at 10 µM. 3.2% of 360,000 active; in the data active means activity change below about -30%; further: on the % scale 0 is the no-effect control and ±100 the full control effect
#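 Compound effects on dopamine-evoked calcium signalling were measured in tetracycline-induced HEK293 Trex D1 cells. Dopamine at EC80 followed a 180 s compound pre-read, and fluorescence was tracked kinetically for 180 s more.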
# RXFP1 antagonist – antagonists of human relaxin receptor RXFP1. Q9HBX9. HEK293-RXFP1, relaxin-stimulated cAMP HTRF, 30 min; active compounds read low. activity change, negative = inhibition, % at 57.5 µM. 0.59% of 350,000 active. AID 1259400;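 active means activity change of -60% or lower, but not beyond a set lower limit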; further: on the % scale 0 is the no-effect control and ±100 the full control effect
# TRHR agonist – agonists of human TRH receptor; TRHR cells, calcium flux fluo-8, FDSS agonist mode; activation, % at 2 µM; 0.18% of 360,000 active; further: 0% is about no effect
#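 TRHR-expressing cells, plated overnight in medium with 10% serum, were loaded with fluo-8 calcium dye at room temperature. After a 10 s baseline, library compound was pin-added and calcium release was recorded kinetically (ex 480/em 530) as agonist response.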
# D1 potentiator – human D1 dopamine receptor positive modulation; potentiation, % at 10 µM; P21728; HEK293 TREx D1 cells, calcium flux, dopamine EC20 potentiation; 0.036% of 360,000 active; in the data active means potentiation above about 30%; further: 0% is about no effect
# D1 ag – activates the human D1 dopamine receptor; AID 504660; HEK293 T-REx D1 cells, calcium flux, agonist mode; activation, % at 2 µM; P21728; 1% of 360,000 active; further: 0% is about no effect
#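 Inducible HEK293 T-REx D1 cells, force-coupled to calcium signalling, were plated at 4000 cells/well with tetracycline and held overnight at 30 C. After no-wash calcium dye loading, compound-evoked calcium rise over 180 s flagged agonists.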
# An asterisk follows results filed as active; · = not tested or not shown. Unless noted, no stated cut-off is given here; in the data, active means activation above about 30%; inactive means the rest.
SMILES,D2 potentiator,TRHR PAM,D2 antagonist,D2 agonist,D1 antag,RXFP1 antagonist,TRHR agonist,D1 potentiator,D1 ag
Cn1c(N)c(C(=O)COC(=O)c2ccnc3ccccc23)c(=O)n(C)c1=O,-3,8,-9,2.2,6,·,0.4,-6,3
CCCCNC(=S)Nc1cc(S(=O)(=O)N2CCCCC2)ccc1C,·,-12,·,·,-37*,-9,1.2,-15,23
CCCCNC(=O)CNC(=S)N(Cc1ccccc1F)C1CCCCC1,-1,-1,-24,-2.9,-37*,-8,-1.4,-3,0
COCCCNC(=S)NC(=O)c1ccc([N+](=O)[O-])cc1,7,-2,-13,0.0,5,1,-0.1,1,0
COC(=O)c1ccc(NC(=O)CCCC(=O)OCC(=O)c2ccc(Cl)cc2)cc1,8,-1,·,-1.4,-15,·,0.0,-3,13
Cc1cc(C)c(S(=O)(=O)c2cccc(Br)c2C)c(Cl)n1,14,2,3,-2.9,-30,3,-1.3,-6,4
Cc1cccc(/C=N/NC(=O)CN2CCCCCCC2)c1,-2,-5,3,-0.9,8,-8,0.2,-2,3
Cc1ccc(S(=O)(=O)N2CCCOC2CNC(=O)C(=O)NCc2ccc3c(c2)OCO3)cc1 (configuration not stated),-10,-1,2,0.4,-17,11,-1.7,-1,3
COc1ccc(-n2nnnc2SCC(=O)NCCc2ccc(OC)c(OC)c2)cc1,-2,0,0,-0.1,4,-6,0.3,-4,0
Cn1cc(CC(=O)NCCCN2CCCC2)c2ccccc21,10,16,-10,0.0,-4,5,0.1,-5,1
CCO[C@H]1OC(C(=O)N2CCN(Cc3ccccc3)CC2)=C[C@@H](C)[C@@H]1CCCO,6,2,9,0.5,7,·,-0.5,-3,-2
CC(C)(C)C(=O)NC1=NCCS1,9,16,-3,-1.4,-2,-10,-0.9,1,2
CC(=O)N(C)C(c1ccc(N(C)C)cc1)c1nnnn1-c1c(C)cccc1C (configuration not stated),-4,2,-7,0.6,-3,4,-0.2,9,-1
CCC(C(=O)OC)n1cnc2scc(-c3ccc(C)c(C)c3)c2c1=O (configuration not stated),2,1,-5,-0.5,-19,9,-0.6,-9,2
Cc1ccc(-c2csc(NC(=O)Cc3ccc(F)cc3)n2)o1,5,6,-4,0.1,-19,-30,0.8,-6,4
CCc1c(C(=O)NNC(=O)Nc2ccc3c(c2)OCO3)csc1C,-6,-1,-10,-0.3,4,3,-0.7,0,1
CCCC(=O)Nc1cccc(S(=O)(=O)N(C)c2ccccc2)c1,-10,-4,-8,-0.9,-17,-6,-1.2,3,1
O=C1CCC/C1=C/Nc1ccc(Cl)cc1,-3,-3,0,-0.5,14,2,-0.2,3,-2
Cn1c(CNC(=O)c2ccc3c(c2)OCO3)nnc1SCC(=O)Nc1ccccc1F,2,0,1,-1.0,4,0,-0.7,-2,5
CCN(CC)S(=O)(=O)c1cc(C)ccc1SC,4,-8,-7,-1.1,-38*,-4,0.1,5,0

# Four structures out of the list, arranged by molar mass, descending:
SMILES,D2 potentiator,TRHR PAM,D2 antagonist,D2 agonist,D1 antag,RXFP1 antagonist,TRHR agonist,D1 potentiator,D1 ag
Cn1c(CNC(=O)c2ccc3c(c2)OCO3)nnc1SCC(=O)Nc1ccccc1F,2,0,1,-1.0,4,0,-0.7,-2,5
COc1ccc(-n2nnnc2SCC(=O)NCCc2ccc(OC)c(OC)c2)cc1,-2,0,0,-0.1,4,-6,0.3,-4,0
CCc1c(C(=O)NNC(=O)Nc2ccc3c(c2)OCO3)csc1C,-6,-1,-10,-0.3,4,3,-0.7,0,1
Cc1ccc(-c2csc(NC(=O)Cc3ccc(F)cc3)n2)o1,5,6,-4,0.1,-19,-30,0.8,-6,4

# Following part.
SMILES,D2 potentiator,TRHR PAM,D2 antagonist,D2 agonist,D1 antag,RXFP1 antagonist,TRHR agonist,D1 potentiator,D1 ag
CCN(CC)CCCN1C(=O)c2oc3ccccc3c(=O)c2C1c1cccc(OC)c1OC (configuration not stated),-2,9,-13,0.4,-11,-6,0.6,3,1
Cc1ccc(S(=O)(=O)Nc2c(C)n(C)n(-c3ccccc3)c2=O)c(C)c1,10,0,13,0.5,-13,1,-0.1,-5,2
Cc1ccc(-c2nnc(NC(=O)c3ccc4c(c3)OCCO4)o2)c(C)c1,-26,0,·,1.3,-4,9,0.3,0,9
COc1ccc(C2Nc3ccccc3C(=O)N2NC(=O)c2ccccc2)cc1OC (configuration not stated),·,2,6,-0.2,6,2,-0.1,-4,3
COc1ccccc1NC(=S)NC1CCCCCCCCCCC1,-4,-2,-6,-0.1,0,4,0.0,-3,2
CC1CCC2(CC1)NC(=O)N(NC(=O)CCl)C2=O (configuration not stated),·,1,·,·,18,-8,0.8,-6,3
CCOc1ccccc1N(CC(=O)NCc1ccc(OC)cc1)S(C)(=O)=O,8,1,-3,0.4,2,2,-1.1,-2,2
COc1ccc(N(CC(=O)Nc2cc(C)on2)S(=O)(=O)c2cc(C)ccc2C)cc1,·,-3,·,·,8,36,-0.1,-1,1
COc1cccc(C(=O)NC2CCCc3ccccc32)c1 (configuration not stated),-1,-5,10,0.3,-16,11,-1.0,1,1
N/C(Cc1cccc2ccccc12)=N\OC(=O)c1ccccc1F,-2,9,17,3.2,-15,-7,0.3,-14,5
O=C(N/N=C\c1cc2c(cc1Cl)OCO2)c1cccs1,-13,5,14,0.5,10,-17,1.9,0,0
CC(C)C(O)(C#CCN1CCCCC1)C(C)C,-3,-1,3,-1.4,0,-10,-1.0,-3,8
O=[N+]([O-])c1cccc(S(=O)(=O)N2CCCCCC2)c1,-11,18,25,0.1,-6,5,1.1,-3,5
O=CNc1ccc(S(=O)(=O)NCc2ccccc2)cc1,2,-3,0,-2.2,-12,9,-0.3,1,2
Cc1nn(CC(=O)NCc2ccccn2)c(C)c1[N+](=O)[O-],·,0,·,·,-2,-23,-0.7,-1,0
COc1ccccc1NC(=O)c1cc(C(=O)Nc2ccccc2OC)cc([N+](=O)[O-])c1,4,-6,13,0.5,1,10,0.2,-11,1
COc1ccc(CNc2nc(NCc3ccc(OC)cc3)c3[nH]cnc3n2)cc1,4,10,42*,0.0,6,·,-0.7,1,6
CSc1nsc(SCC(=O)Nc2ccc(F)cc2F)n1,-6,-14,-19,-1.1,-28,3,-0.9,-4,-1
Cc1cccc(NC(=O)c2cccc(S(=O)(=O)N(C)c3ccccc3)c2)n1,-2,-2,7,0.1,-10,-33,-0.4,1,-1
O=S(=O)(c1ccc2c(c1)nc1n2CCC1)N1CCOCC1,5,-2,30,-0.8,-9,12,0.2,-8,1

# Some of the entries above, reformatted.
# Order of values: D2 potentiator, TRHR PAM, D2 antagonist, D2 agonist, D1 antag, RXFP1 antagonist, TRHR agonist, D1 potentiator, D1 ag
CCN(CC)S(=O)(=O)c1cc(C)ccc1SC
    4, -8, -7, -1.1, -38*, -4, 0.1, 5, 0
CCN(CC)CCCN1C(=O)c2oc3ccccc3c(=O)c2C1c1cccc(OC)c1OC (configuration not stated)
    -2, 9, -13, 0.4, -11, -6, 0.6, 3, 1

# (list continues)
SMILES,D2 potentiator,TRHR PAM,D2 antagonist,D2 agonist,D1 antag,RXFP1 antagonist,TRHR agonist,D1 potentiator,D1 ag
CCC(=O)Nc1ccc(C(=O)Cn2ncc(Cl)c(Cl)c2=O)cc1,11,7,16,0.9,-1,-11,-0.8,0,-2
CCCn1c(SCC(=O)OCc2ccccc2)nc2c1c(=O)n(C)c(=O)n2C,·,6,·,·,0,3,-0.7,-6,2
CC(C)C(=O)Nc1ccc(NC(=O)c2ccc(COc3ccccc3)cc2)cc1,2,-5,-7,0.3,-4,-16,0.9,-3,0
CC(C)OC(=O)c1nnn(-c2nonc2N)c1CN1CCCCCC1,2,1,-26,0.5,2,5,0.7,3,0
Cc1onc(-c2ccccc2)c1CNS(=O)(=O)c1cccc(Cl)c1,1,-3,-9,1.5,-2,12,-0.4,-3,7
CCC(NC(=O)C1CCCC1)c1ccc(C)cc1 (configuration not stated),1,-5,8,-2.9,-16,-6,-0.3,6,-3
CCOc1ccc(C2C(C(=O)OC)=C(C)N=C3SCCC(=O)N32)cc1OCC (configuration not stated),-9,10,-7,-1.4,-26,-10,-0.3,1,1
Cc1ccccc1NC(=O)N1CCC(NC(=O)C2CCCCC2)CC1,-15,-5,6,-1.0,-14,3,1.4,5,2
NC(=O)N/N=C/c1ccc(-c2cccc(C(F)(F)F)c2)o1,-1,2,5,6.5,11,-1,-0.5,-3,2
CC(=O)c1ccc(O)c(CO)c1,·,-4,·,·,-10,-4,-0.1,-8,1
CC(=O)C1C(c2cn(-c3ccccc3)nc2-c2cccs2)NC(=O)NC1(O)C(F)(F)F (configuration not stated),10,-4,1,1.2,19,-15,6.7,-6,2
COc1ccc(CNC(=O)c2cc3c(=O)[nH]c4ccccc4c3n2C)cc1,-4,-2,-8,-0.2,16,0,-0.4,-4,-3
COC(=O)c1ccc(C23CC4(C2)[C@H](CN(Cc2ccc(-c5ccccc5)cc2)[C@@H]4c2ccccc2)C3c2ccc(Cl)nc2)cc1 (some centres not stated),-8,-3,-4,-0.2,-7,·,0.4,2,4
COCC1CCCN(Cc2nc(Cc3ccccc3)no2)C1 (configuration not stated),0,-9,-3,0.5,5,-16,0.0,9,2
Cc1ccc(CNC(=O)Cn2c(=O)n(-c3ccc(C)cc3)c(=O)c3c2c2cc(C)ccc2n3C)cc1,6,18,·,0.1,-19,·,-0.2,-3,-2
CCOC(=O)C1(Cc2cccc(Cl)c2)CCCN(C(=O)c2occc2C)C1 (configuration not stated),1,-5,-3,0.1,-2,-6,-1.2,-6,5
COc1ccccc1CNC(=O)Cn1c(=O)c2cccn2c2cccnc21,5,-1,-10,0.6,12,-19,-2.6,0,0
CCn1c(SCC(=O)N/N=C/c2ccccc2OCC(=O)O)nnc1-c1ccccc1,-1,-7,1,0.4,8,-4,0.4,6,1
Cc1cc(C)c2nc(N(CCN(C)C)C(=O)/C=C/c3cccs3)sc2c1,-11,3,-4,0.3,7,5,1.2,-5,6
O=C(Oc1ccccc1F)c1nc(SCc2ccccc2F)ncc1Cl,-4,-2,·,-0.8,-5,·,0.2,2,-2
COc1ccc(-c2nc3ccccc3n2Cc2ccc(C(C)C)cc2)cc1,1,-3,·,0.9,-6,·,1.7,-5,2
CCOC(=O)c1c(NC(=O)Cc2ccccc2)sc2c1CC(C)(C)NC2(C)C,-4,11,12,-0.7,-7,·,2.3,9,19
CC1CCN(c2c(NCC3CCC(C(=O)NCCC4=CCCCC4)CC3)c(=O)c2=O)CC1 (configuration not stated),-5,-1,-12,-2.3,1,-13,0.0,-1,3
Clc1ccc(Sc2cnc3ccccc3n2)cc1,-10,7,-9,-0.1,-18,10,-0.6,0,2
O=C(NCC(=O)N1CCCCC1)c1ccc(Br)o1,-4,5,10,-0.3,-1,5,0.9,1,0
Cc1cccc(C(=O)Nc2ccc(C(=O)/C=C/c3cccs3)cc2)c1,6,12,-9,0.0,1,1,0.3,-4,3
CCC(c1nnnn1Cc1ccco1)N(CCc1ccccc1)Cc1cc2cc(C)ccc2[nH]c1=O (configuration not stated),8,-14,-6,-0.2,-2,-7,-0.3,-1,2
